# Compound activity deposited in PubChem BioAssay by several laboratories.
# RORa activator – activators of human nuclear receptor RORA; 1.5% of 65,000 active; P35398; CHO-K1 Gal4-RORA LBD luciferase reporter, luminescence; percent increase over mock-subtracted basal signal; activation, % at 10 µM;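 active = activation above the mean of all tested compounds plus 3 SD, cut at about 49% in these data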;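 also: 0% = DMSO-treated RORA cells and 100% = added signal equal to DMSO minus mock-transfected cells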
# ROCK2 inh – ROCK2 (human) kinase inhibition | inhibition, % at 6 µM | O75116 | AID 604 | purified ROCK2, Kinase-Glo ATP depletion luminescence | 0.35% of 60,000 active;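 active = inhibition above the screen-wide mean inhibition plus 3 SD, cut at about 18% in these data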;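 also: plate controls were DMSO wells for no effect and Y-27632 control wells after no-enzyme background subtraction for full effect; many of its hits are not listed in these tables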
# Target sequence (O75116 whole entry, looked up): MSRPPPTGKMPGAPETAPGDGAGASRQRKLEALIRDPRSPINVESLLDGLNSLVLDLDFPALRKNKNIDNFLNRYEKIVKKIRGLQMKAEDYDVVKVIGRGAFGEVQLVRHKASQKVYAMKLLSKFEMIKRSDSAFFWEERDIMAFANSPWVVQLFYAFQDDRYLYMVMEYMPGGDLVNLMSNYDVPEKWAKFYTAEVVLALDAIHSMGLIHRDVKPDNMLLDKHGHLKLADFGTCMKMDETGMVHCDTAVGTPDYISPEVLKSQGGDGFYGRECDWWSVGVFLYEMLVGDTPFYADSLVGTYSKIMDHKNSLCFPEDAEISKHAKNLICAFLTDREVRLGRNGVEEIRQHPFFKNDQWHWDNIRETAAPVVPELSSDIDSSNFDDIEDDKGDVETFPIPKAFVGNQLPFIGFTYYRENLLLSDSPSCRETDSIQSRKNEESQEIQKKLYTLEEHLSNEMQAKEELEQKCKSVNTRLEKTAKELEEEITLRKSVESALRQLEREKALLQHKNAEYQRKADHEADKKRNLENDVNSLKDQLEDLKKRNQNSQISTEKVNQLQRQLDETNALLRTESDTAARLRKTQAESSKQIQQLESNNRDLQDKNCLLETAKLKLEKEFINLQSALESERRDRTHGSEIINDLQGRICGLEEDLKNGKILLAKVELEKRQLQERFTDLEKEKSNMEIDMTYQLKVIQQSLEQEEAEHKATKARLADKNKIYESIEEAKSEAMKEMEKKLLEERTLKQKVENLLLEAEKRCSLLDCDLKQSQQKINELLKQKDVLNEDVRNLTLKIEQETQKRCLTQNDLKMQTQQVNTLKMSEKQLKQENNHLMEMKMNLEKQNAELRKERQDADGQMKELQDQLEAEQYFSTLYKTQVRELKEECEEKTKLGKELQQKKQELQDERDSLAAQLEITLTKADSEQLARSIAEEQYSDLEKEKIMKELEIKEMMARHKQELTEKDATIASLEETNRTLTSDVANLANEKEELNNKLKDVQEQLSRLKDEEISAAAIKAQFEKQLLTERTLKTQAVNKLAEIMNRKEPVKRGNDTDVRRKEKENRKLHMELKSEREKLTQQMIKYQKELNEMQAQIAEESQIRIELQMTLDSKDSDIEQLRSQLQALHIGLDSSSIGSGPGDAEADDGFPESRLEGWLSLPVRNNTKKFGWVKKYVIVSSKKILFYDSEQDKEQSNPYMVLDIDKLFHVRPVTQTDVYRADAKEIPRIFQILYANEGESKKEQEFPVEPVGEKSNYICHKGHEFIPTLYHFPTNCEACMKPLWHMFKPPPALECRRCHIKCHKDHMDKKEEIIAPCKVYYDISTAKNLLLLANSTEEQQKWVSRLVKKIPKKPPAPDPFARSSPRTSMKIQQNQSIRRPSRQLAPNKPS
# AP complement – alternative pathway complement inhibition, orthogonal assay. Human serum alternative complement pathway, LPS-coated ELISA, C3 deposition; tested in compound mixtures. inhibition, % at 5 µM. 0.08% of 62,000 active;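 active = inhibition above 30% in each of the two pooled mixtures holding the compound, so the lower value exceeds 30%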;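 also: 0% = serum in Mg-EGTA without compound and 100% = EDTA serum blank; some compounds past the cut are filed as inactive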
#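 Assay system: Human serum alternative complement pathway, C3 deposition on LPS-coated wells | Incubation: 1 h serum-compound exposure at 37 °C | Doses: 5 µM per compound in ten-compound mixtures | Read-out: Percent inhibition | Technique: ELISA with HRP anti-human C3 antibody, TMB substrate, absorbance 450 nm | Replication: Two pool placements per compound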
# CatB mix inh – inhibitors of human cathepsin B in compound mixtures | AID 488 | inhibition, %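 (ten-compound pools at 5 µM per compound and 50 µM total)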 | Purified cathepsin B, AMC dipeptide fluorescence | 0.06% of 62,000 active; in the data active = inhibition above about 22%, passing the limit was not always enough; inconclusive = no clear call, values can overlap the other calls;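 also: 0% = enzyme without compound and 100% = no enzyme blank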
# CatS inh – blocks human cathepsin S protease activity; P25774; recombinant cathepsin S, AMC dipeptide fluorescence, pooled mixtures; inhibition, %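 (tested at 5 µM per compound within 10-compound mixtures)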; 0.06% of 62,000 active; AID 501; in the data active = inhibition above about 32%, passing the limit was not always enough; inconclusive = no clear call, values can overlap the other calls;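 also: 0% = enzyme without compound and 100% = blank without enzyme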
# PKA inh – blocks human protein kinase A activity; P17612; 0.1% of 65,000 active; inhibition, % at 6 µM; PKA Kemptide phosphorylation, Kinase-Glo ATP luminescence;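 active = inhibition above the screen-wide mean inhibition plus 3 SD, cut at about 21% in these data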; also: many of its hits are not listed in these tables
# E coli RNAP – Escherichia coli RNA polymerase inhibition; E. coli RNA polymerase, fluorescence transcription assay; 0.2% of 62,000 active; inhibition, %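 (tested at 10 µM)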; in the data active = inhibition above about 20%;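 also: 0% = enzyme without compound and 100% = no enzyme blank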
# JNK3 blocker – JNK3 (human) kinase inhibition; P53779; purified JNK3 kinase activity, HTS; inhibition, % at 8 µM; 0.61% of 60,000 active; in the data active = inhibition above about 17%;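 also: 0% = DMSO and 100% = reference inhibitor; many of its hits are not listed in these tables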
# CatB inh – inhibitors of human cathepsin B. inhibition, %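 (tested at 10 µM)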. purified cathepsin B, fluorogenic substrate, fluorescence. 0.1% of 63,000 active; in the data active = inhibition above about 21%;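 also: 0% = enzyme with no compound and 100% = no enzyme blank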
# The depositor's hits bear a star; ? = inconclusive; / = no result given. An excerpt (hit frequency here may not be typical).
SMILES,RORa activator,ROCK2 inh,AP complement,CatB mix inh,CatS inh,PKA inh,E coli RNAP,JNK3 blocker,CatB inh
O=C(CCn1c(=O)oc2ccccc21)N1CCN(c2ccc(F)cc2)CC1,-4,6,9,4,20,-2,10,1,4
CCN1C(=O)C2C(c3cccc(F)c3)NC(C)(C(=O)OC)C2C1=O (stereo not given),-5,-1,-6,4,15,2,10,2,0
CC(C)n1c(SCCCc2ccccc2)nc2c1c(=O)[nH]c(=O)n2C,-29,2,33*,3,-7,9,5,1,4
O=C(c1ccccc1)N1CCN(CC#CC2(O)CCCCC2)CC1,-11,0,/,/,/,2,/,-1,/
CCOC(=O)c1ccc(NC(=O)C2=C(C)Nc3nc(CCCO)nn3C2c2cccc(C)c2)cc1 (stereo not given),/,/,20,4,0,/,1,/,0
COc1cc(S(=O)(=O)N2CCC(C(N)=O)CC2)c(C)cc1C,-8,7,22,3,11,5,5,3,2
CN(C)CCNC(=O)Cn1nc(-c2ccc(Cl)cc2)ccc1=O,13,3,10,4,2,6,6,-10,2
COc1ccc(C2CC3(CC(C)(C)NC(=O)N3)Oc3cc(O)ccc32)cc1 (stereo not given),4,-4,8,1,34,-8,2,-2,0
O=C1N2CCSC2=NC1(Nc1nccs1)C(F)(F)F (stereo not given),-1,1,0,3,9,0,12,-3,4
N#CC1=C(SCC(=O)c2ccccc2)NC2=C(C(=O)CCC2)C1c1ccco1 (stereo not given),174*,-10,/,/,/,-12,3,58*,5
COc1cccc(C(=O)N2CCN(Cc3ccccn3)CC2)c1OC,-4,12,/,/,/,3,8,-8,4
Cn1c(C(=O)N2CCN(C3CCCCC3)CC2)cc2c(=O)n(C)c3ccccc3c21,38,1,15,-1,16,-7,-8,3,-3
O=C(NC1CCCCCC1)C1CCN(c2nc3ccccc3o2)CC1,13,7,-6,-4,3,8,-5,5,-4
CN=C1SC(CC(=O)Nc2ccccc2F)C(=O)N1C (stereo not given),8,2,13,5,5,-4,7,-7,0
CC1=C2C(CCS2(=O)=O)CC2(C1)C(=O)OC(C)(C)OC2=O (stereo not given),-1,4,16,4,-18,11,7,1,2
CC(=O)c1ccc(Nc2ncnc3c2oc2ccccc23)cc1,23,2,2,24,6,-7,12,7,-1
Cn1c(Cc2ccccc2)nnc1SCCC(=O)Nc1ccccc1,-10,4,10,3,8,-3,6,7,-3
COc1ccc(NC(=O)CN2CCN(S(=O)(=O)c3ccc(F)cc3)CC2)cc1Cl,-2,6,4,1,11,5,5,-3,-2
COc1ccccc1-c1cc(C(=O)NC(C)c2ccccc2)no1 (stereo not given),-13,6,13,7,-6,3,0,5,0
CCCNS(=O)(=O)c1ccc(CCC(=O)Nc2ccc3c(c2)OCO3)cc1,-3,9,4,-2,0,3,7,0,0
CN=C1SC(CC(=O)Nc2cccc(Cl)c2Cl)C(=O)N1C (stereo not given),-9,-3,7,-3,-9,-3,0,-2,-1
CCOC(=O)c1cc2c(=O)n3cccc(C)c3nc2n(CCc2ccc(OC)c(OC)c2)c1=N,-15,-3,1,1,1,0,4,-6,0
Cc1ccc(S(=O)(=O)Cc2ccc(C(=O)N3CCN(Cc4ccccc4)CC3)o2)cc1,17,1,12,9,-3,-3,6,0,-1
O=c1nc(-c2ccccc2)cc(-c2ccccc2)[nH]1,-24,0,5,-1,0,-3,/,-1,/
COC(=O)c1ccc2c(=O)n(Cc3ccco3)c(SCC(=O)Nc3ccccc3Cl)nc2c1,5,-6,9,0,-1,-6,3,-6,4
O=C(CSc1ccc2nnc(-c3ccccc3)n2n1)N1CCCCC1,0,3,-9,8,2,11,0,-3,-4
CC1CCN(C(c2ccc(N(C)C)cc2)c2nnnn2Cc2ccccc2)CC1 (stereo not given),-2,2,7,4,-4,10,6,8,-2
CCN1CCN(Cc2c(O)c(Cl)cc3c(C)cc(=O)oc23)CC1,-12,4,8,-15,-39,8,-65,8,-22
Cc1cc(NC(=O)CS(=O)(=O)c2cn(Cc3ccccc3Cl)c3ccccc23)no1,2,/,13,6,-7,4,5,/,1
CCCCc1cc(=O)oc2cc(C)cc(OCC(=O)O)c12,-20,6,9,3,11,-3,4,1,-1
O=S(=O)(NCc1ccncc1)c1ccc(Br)s1,-65,4,13,4,-5,2,6,2,0
CC(Oc1ccc(NC(=O)c2ccco2)cc1)C(=O)N1c2ccccc2CC1C (stereo not given),-8,5,-16,-1,7,10,10,7,0
CCOC(=O)c1c(CNCCN(CC)CC)n(C)c2cc(Br)c(OC)cc12,18,-4,0,0,20,-6,7,-1,4
c1ccc(-c2n[nH]c(-c3ccccn3)n2)nc1,24,-18,4,6,-2,-1,22*,2,1
O=S(=O)(c1ccc2nc(-c3ccco3)c(-c3ccco3)nc2c1)N1CCOCC1,13,1,18,8,?,1,3,-4,5
CCOC(=O)c1cnc(-n2nc(C)cc2C)nc1Nc1cccc(C(C)=O)c1,6,-4,-9,-6,-9,2,-7,2,-2

# Results in AP complement, RORa activator and E coli RNAP, for 4 of the compounds above:
SMILES	AP complement	RORa activator	E coli RNAP
CC1CCN(C(c2ccc(N(C)C)cc2)c2nnnn2Cc2ccccc2)CC1 (stereo not given)	7	-2	6
O=S(=O)(c1ccc2nc(-c3ccco3)c(-c3ccco3)nc2c1)N1CCOCC1	18	13	3
CCOC(=O)c1c(CNCCN(CC)CC)n(C)c2cc(Br)c(OC)cc12	0	18	7
O=S(=O)(NCc1ccncc1)c1ccc(Br)s1	13	-65	6

# Going on with the list.
SMILES,RORa activator,ROCK2 inh,AP complement,CatB mix inh,CatS inh,PKA inh,E coli RNAP,JNK3 blocker,CatB inh
CN1CCN(C(=O)C2CCN(S(=O)(=O)c3ccc4c(c3)oc(=O)n4C)CC2)CC1,-10,4,0,2,9,4,12,0,3
S=c1[nH]ncc2ccccc12,-27,8,23,-2,-1,10,5,0,3
COc1ccc(N2C(=O)C3CCCN3C2c2ccc(C)o2)cc1Cl (stereo not given),7,4,15,3,-5,7,5,-5,4
CS(=O)(=O)N1CCN(C(=O)c2ccc(F)cc2)CC1,14,-3,16,2,-6,-2,9,11,-4
CC1CCCCC1NC(=O)CSc1nnc(CN2CCOCC2)n1C (stereo not given),-2,-4,24,6,-7,2,7,-5,6
COC(=O)c1ccc2c(c1)NC1=C(C(=O)CC(C)(C)C1)C(c1ccncc1)N2 (stereo not given),-10,/,13,5,11,2,15,/,-4
CC1CCCN(C(=O)CSc2nnc(-c3c[nH]c4ccccc34)o2)C1 (stereo not given),-13,-1,-10,-6,-14,4,0,3,7
CCCCC(CC)CNC(=O)C1CCCN(S(=O)(=O)c2cnc[nH]2)C1 (stereo not given),12,3,4,-3,6,3,0,1,2
O=C1c2ccccc2C(=O)N1CCCc1nc(-c2cccnc2)no1,-15,1,11,-6,7,-1,5,-1,4
CCOc1ccc(Cl)cc1S(=O)(=O)N1CCN(c2ccc(F)cc2)CC1,-2,1,4,1,-3,-2,6,-7,0
COCNc1nc(OCC#N)nc(N(C)C)n1,-6,5,17,1,5,8,-3,2,3
CCOC(=O)c1sc(=S)n(C)c1N,9,0,8,2,7,6,3,-2,12
CC(=O)N(CCCN(C)C)CCC(C)CCC=C(C)C (stereo not given),2,5,16,-5,-3,5,2,6,11
Cc1cc(C)n(-c2nnc3n2N=C(c2c[nH]c4ccccc24)CS3)n1,1,6,-2,-6,3,8,7,6,1
COc1ccc2cc(CCNC(=O)c3ccc4c(c3)OCO4)c(=O)[nH]c2c1,4,-1,16,5,-1,-5,4,8,-2
Cc1ccc(/C=N/c2sc3c(c2C#N)CCC3)s1,22,/,5,0,-7,4,6,/,5
COCCCN(C(=O)Nc1ccc(C)c(C)c1)C(C)c1ccccn1 (stereo not given),14,0,10,1,44,-7,-2,-10,3
CCOC(=O)c1c(C)c(C(=O)NCc2ccccc2OC)c(C)n1C,-5,9,9,6,-6,8,4,-1,4
COc1ccccc1N(CCC#N)C(=O)CSc1ccc2c(c1)OCCO2,-6,10,0,-7,0,12,2,-3,2
Cc1ccsc1C1C=C(c2cccc(Br)c2)Nc2ncnn21 (stereo not given),-4,2,27,5,-8,2,-3,6,2
O=S1(=O)C=C(Sc2nnc(-c3ccccc3)o2)c2ccccc21,-80,1,2,5,4,1,11,-1,-5
CC1=C(Sc2nc3ccccc3[nH]2)C(=O)NC(C)(C)C1,4,3,2,0,-3,8,2,-10,0
CCOC(=O)C1CCCN(C(=O)c2cc3c(=O)n(C)c4ccccc4c3n2C)C1 (stereo not given),0,1,7,-8,-18,-9,5,2,-2
CCOc1ccccc1NC(=O)CSc1nnc(-c2cnccn2)n1C,-3,/,22,1,-5,7,5,/,2
COc1ccc(N(C(=O)c2cccc(OC)c2OC)C2C=CS(=O)(=O)C2)c(OC)c1 (stereo not given),7,5,-5,-2,10,3,7,1,5
CC(=Nc1ccc(C)c(C)c1)C1=C(O)CCC1=O,13,3,1,4,0,6,8,4,-1
O=C(Nc1ccncc1)c1cc2ccccc2oc1=O,24,1,0,3,23,2,9,-2,6
C=CCSC1=C(C#N)C(c2ccccc2OC)CC(=O)N1 (stereo not given),-10,-2,14,2,0,4,6,7,2
COc1cc(C2C(C(=O)c3cccs3)=C(O)C(=O)N2c2cc(C)on2)ccc1O (stereo not given),-2,9,/,/,/,6,/,-3,/
COc1ccc(Nc2nc(N3CCCC3)nc3ccccc23)c(OC)c1,-15,-8,12,0,1,-6,0,-11,2
Cn1c(=O)c2c(nc(SCC(=O)Nc3ccc(N4CCOCC4)c(Cl)c3)n2C)n(C)c1=O,-6,0,6,6,13,0,12,0,1
COc1ccc(OC)c(N(CC(=O)N2CCN(c3cc(Cl)ccc3C)CC2)S(C)(=O)=O)c1,13,11,18,10,2,6,9,4,1
COc1ccc(NC(=O)C2CCCN2S(=O)(=O)c2ccc3c(c2)CCC(=O)N3)c(OC)c1 (stereo not given),7,5,12,1,-4,6,4,-4,-1
CCOC(=O)c1[nH]c2ccc(C)cc2c1N,12,4,/,/,/,2,10,-11,0
CC1CCN(S(=O)(=O)c2ccc3c(c2)c(=O)c(C(=O)N2CCCCC2)cn3C)CC1,-7,3,14,3,2,3,0,5,6
CCOc1ccc(-c2c(C#N)c(N)nc3c2c(=O)n(C)c(=O)n3C)cc1OC,3,3,16,4,-5,5,9,-2,-2
CCOc1ccc(-c2nnc3ccc(SCC(=O)N4CCCCC4)nn23)cc1,-9,1,18,3,-7,0,-3,-3,-6
O=C(Nc1ccn(Cc2ccc(Cl)cc2)n1)c1ccc2c(c1)OCO2,9,4,13,2,-6,4,/,1,-1
C=CCn1c(SCCCCCC)nc(O)cc1=O,-10,-1,/,/,/,4,/,-4,/
COc1ccc(NC(=O)c2cc(C(C)C)on2)cc1OC,43,-1,15,6,-6,1,4,-5,2
O=C(NCc1cccnc1)c1c(F)c(F)c(F)c(F)c1F,5,2,/,/,/,2,/,-3,/
CC(C)CCn1c(SCC(=O)c2ccccc2)nc2c1c(=O)[nH]c(=O)n2C,6,1,/,/,/,-1,/,0,/
COc1ccc(N2CCN(C(=O)c3ccc4c(c3)OCO4)CC2)cc1,7,1,12,1,3,0,10,-1,2
CCC(=O)OC1=C2C(=Nc3c(c(=O)n(C)c(=O)n3C)C2c2ccccc2)c2ccccc21 (stereo not given),2,-17,/,/,/,-1,2,1,0
COC(=O)c1cc(OC)c(OC)cc1NC(=O)c1cc(C)on1,-12,-4,25,1,5,-6,6,0,4

# Ordered by formula weight (falling): some entries from above.
SMILES,RORa activator,ROCK2 inh,AP complement,CatB mix inh,CatS inh,PKA inh,E coli RNAP,JNK3 blocker,CatB inh
O=C(NCc1cccnc1)c1c(F)c(F)c(F)c(F)c1F,5,2,/,/,/,2,/,-3,/
COc1ccc(NC(=O)c2cc(C(C)C)on2)cc1OC,43,-1,15,6,-6,1,4,-5,2
C=CCn1c(SCCCCCC)nc(O)cc1=O,-10,-1,/,/,/,4,/,-4,/
